# Assay outcomes as filed in PubChem BioAssay.
# PRC2 inh = EZH2 (human) methyltransferase inhibition. Q15910. PRC2 H3K27 methylation, DELFIA TRF, 1 h. inhibition, % at 12.5 µM. hit rate 0.35% among 57,000;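 active = mean inhibition of replicates at least 50% and every single replicate also reaching 50%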;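 note: dimethyl H3K27 on biotinylated H3 21-44 peptide detected by antibody; plate controls were median neutral control wells for no effect and median positive control wells for full effect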
# IDH1 mut inh = blocks human IDH1 R132H reductase activity. diaphorase/resazurin fluorescence, 60 min. inhibition, % at 10 µM. hit rate 0.18% among 70,000. AID 624101; in the data active = inhibition above about 34%;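 note: 0% = DMSO and 100% = no enzyme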
# Numbers without * were called inactive; . = no result given. This is a subset (hit frequency here may not be typical).
C[C@]12CCC(=O)C=C1CCC1C2CC[C@@]2(C)C1CC[C@@H]2O (some centres undefined)
  PRC2 inh = .; IDH1 mut inh = 0.3
COc1ccc(C(=O)O[C@H]2CC[C@@]3(C)[C@@H]4CC[C@H]5[C@]6(O)C[C@H](O)[C@@]7(O)[C@@H](CN8C[C@@H](C)CC[C@H]8[C@@]7(C)O)[C@]6(O)C[C@@]53O[C@]24O)cc1OC
  PRC2 inh = -27.6; IDH1 mut inh = -0.5
C[C@@H]1CCOC(=O)C=CC=CC(=O)O[C@@H]2C[C@H]3O[C@@H]4C=C(CO)CC[C@]4(COC(=O)[C@H]1O)[C@]2(C)[C@]31CO1
  PRC2 inh = .; IDH1 mut inh = 0.0
CC(O)CNCCNc1ccc([N+](=O)[O-])c2cccnc12 (centres undefined)
  PRC2 inh = -18.4; IDH1 mut inh = 0.4
C[C@]12CCC(=O)C=C1CC[C@@H]1[C@@H]2C(=O)C[C@]2(C)C(=O)CC[C@@H]12
  PRC2 inh = 12.6; IDH1 mut inh = -0.5
CCOC(=O)[C@@H]1[C@@H]2NC(=O)N(C)[C@@]1(C)Oc1ccccc12
  PRC2 inh = 1.2; IDH1 mut inh = .
Fc1ccc(C(OCCN2CCN(CCCc3ccccc3)CC2)c2ccc(F)cc2)cc1
  PRC2 inh = 46.6; IDH1 mut inh = -0.7
O=c1cccc2n1CC1CNCC2C1 (centres undefined)
  PRC2 inh = .; IDH1 mut inh = -0.7
COc1ccc([C@H]2Oc3c(I)c(OC)cc(OC)c3C[C@@H]2O)cc1OC
  PRC2 inh = -7.4; IDH1 mut inh = -0.1
Cn1cc(C(=O)C(=O)N[C@H]2CN3CCC2CC3)c2ccccc21
  PRC2 inh = 21.0; IDH1 mut inh = .
COC1=CC(=O)O[C@@H](CCc2ccc3c(c2)OCO3)C1
  PRC2 inh = .; IDH1 mut inh = 0.0
C[C@H]1CC[C@@H]2[C@@H](C)[C@H]3[C@H](C[C@H]4[C@@H]5CC=C6C[C@@H](O[C@@H]7O[C@H](CO)[C@H](O)[C@H](O[C@@H]8O[C@H](CO)[C@@H](O)[C@H](O)[C@H]8O)[C@H]7O[C@@H]7O[C@@H](C)[C@H](O)[C@@H](O)[C@H]7O)CC[C@]6(C)[C@H]5CC[C@]34C)N2C1
  PRC2 inh = -9.7; IDH1 mut inh = -0.9

# Record cards, as listed above. Order of screens: PRC2 inh | IDH1 mut inh
# C[C@H]1CC[C@@H]2[C@@H](C)[C@H]3[C@H](C[C@H]4[C@@H]5CC=C6C[C@@H](O[C@@H]7O[C@H](CO)[C@H](O)[C@H](O[C@@H]8O[C@H](CO)[C@@H](O)[C@H](O)[C@H]8O)[C@H]7O[C@@H]7O[C@@H](C)[C@H](O)[C@@H](O)[C@H]7O)CC[C@]6(C)[C@H]5CC[C@]34C)N2C1 across the screens: -9.7 | -0.9
# COC1=CC(=O)O[C@@H](CCc2ccc3c(c2)OCO3)C1 across the screens: . | 0.0
# C[C@@H]1CCOC(=O)C=CC=CC(=O)O[C@@H]2C[C@H]3O[C@@H]4C=C(CO)CC[C@]4(COC(=O)[C@H]1O)[C@]2(C)[C@]31CO1 across the screens: . | 0.0
# C[C@]12CCC(=O)C=C1CCC1C2CC[C@@]2(C)C1CC[C@@H]2O (some centres undefined) across the screens: . | 0.3
